# MCF10A rereplic: A quantitative high throughput screen for small molecules that induce DNA re-replication in MCF 10a normal breast cells | MCF 10A DNA re-replication, Hoechst nuclear intensity, 48 h | Potency, µM (titrated, usually from 46.1 µM), for inactives: at the top dose activity, positive = re-replication, actives largely listed as activators | actives 2.9% (n = 350,000); further: potency means the concentration at half of the fitted maximal effect; % of control where 0% means no effect; nearly all actives have a fitted effect of over 50% in size
# KB-V1 MDR tox: qHTS assay for MDR1-selective chemotherapeutics: Primary screen using the drug-selected MDR subline cells KB-V1 | KB-V1 MDR cells viability, CellTiter-Glo, 72 h | Potency, µM (doses to about 46.1 µM), for inactives: at the top dose activity change, negative = cytotoxicity, most hits filed as cytotoxic | actives 3.4% (n = 400,000); further: potency means the concentration at half of the fitted maximal effect; on the % scale 0 is the no-effect control and ±100 the full control effect; nearly all actives have a fitted effect of over 60% in size
#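 Following 72 h at 37 degrees C with compound, KB-V1 cell viability was read by CellTiter-Glo luminescence, medium being phenol-red-free DMEM plus 10% FBS; concentration-response parameters came from normalized, curve-fitted qHTS data.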
# IL-1B inflam inh: qHTS for Inhibitors of Inflammasome Signaling: IL-1-beta AlphaLISA Primary Screen; actives 4.7% (n = 360,000); THP-1 LPS/ATP IL-1B secretion, AlphaLISA, 16 h; stronger effect = lower value; activity change, % at 57.5 µM; in the data active means activity change below about -50%; inconclusive means mostly about -30% to -49%; further: on the % scale 0 is the no-effect control and ±100 the full control effect
#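 Secreted IL-1B measured by AlphaLISA bead assay after 16 h compound exposure of THP-1 cells; compounds (final up to 57.5 uM) added 1 h before LPS (250 ng/mL) and ATP (1.25 mM) stimulation; lower signal means less secretion.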
# SW480 rerep: A quantitative high throughput screen for small molecules that induce DNA re-replication in SW480 colon adenocarcinoma cells | SW480 DNA re-replication, Hoechst DNA content imaging, 48 h | AID 624297, 2012 | Potency, µM (titrated, usually from 46.1 µM), inactives show at the highest dose re-replication activation, most hits filed as activators | actives 1.8% (n = 340,000); further: potency means the concentration at half of the fitted maximal effect; % of control where 0% means no effect; nearly all actives have a fitted effect of over 55% in size
#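 Per well, 250 cells were exposed to pinned compound for 48 hr. Nuclear DNA was visualised with Hoechst (40 min, 37 C) and total object intensity recorded by fluorescence scanning.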
# HT1080NT lethal: qHTS for induction of synthetic lethality in tumor cells producing 2HG: qHTS for the HT-1080-NT fibrosarcoma cell line. HT-1080-NT fibrosarcoma viability, CellTiter-Glo ATP luminescence, 48 h. actives 1.6% (n = 360,000). AID 686970, 2013. Potency, µM (doses to about 46.1 µM), for the others: top-dose activity, negative = less viability, usual class: cytotoxic;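 further: NT is the 2HG producing partner of a matched IDH1 knockdown line; potency means the concentration at half of the fitted maximal effect; 0% = DMSO-treated cells and -100% = media-only wells without cells; nearly all actives have a fitted effect of over 55% in size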
#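 HT-1080-NT fibrosarcoma cells (2HG-overproducing), 750 cells/well in RPMI with 5% FBS, dosed after 2 h and incubated 48 h at 37C. CellTiter-Glo luminescence normalized to DMSO and no-cell wells; concentration-response curves fitted and classed.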
# S2 tox: Viability Counterscreen for Primary qHTS for Inhibitors of ATXN expression | S2 cells (HEK-293 line with an ATXN2-luciferase reporter) viability, CellTiter-Fluor protease fluorescence, 24 h | Potency, µM (titrated, usually from 56.7 µM), actives largely listed as cytotoxic | actives 0.49% (n = 400,000); further: potency means the concentration at half of the fitted maximal effect; nearly all actives have a fitted effect of over 40% in size
# HT1080 IDH1KD tx: qHTS for induction of synthetic lethality in tumor cells producing 2HG: qHTS for the HT-1080-IDH1KD cell line. HT-1080 IDH1 knockdown viability, ATP luminescence, 48 h. Potency, µM (series often up to 46.1 µM), for the others: top-dose activity, negative = toxicity, most hits filed as cytotoxic. actives 2% (n = 360,000);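 further: potency means the concentration at half of the fitted maximal effect; 0% = DMSO wells and -100% = cell-free medium wells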
#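 Luminescent ATP read-out (CellTiter-Glo, 10 min at room temperature) after 48 h compound exposure at 37 °C gave viability of IDH1-knockdown HT-1080 cells. Activity was normalised to DMSO and cell-free wells, then fitted as concentration-response curves.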
# ATXN2 expr inh: Primary qHTS for Inhibitors of ATXN expression. Potency, µM (series often up to 57 µM), for inactives: at the top dose activity change, negative = inhibition, actives largely listed as inhibitors. HEK-293 ATXN2-luciferase reporter, luminescence, 24 h. actives 0.72% (n = 360,000); further: potency means the concentration at half of the fitted maximal effect; on the % scale 0 is the no-effect control and ±100 the full control effect; nearly all actives have a fitted effect of over 55% in size
#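 qHTS (up to 57 uM final) was run with 24 h compound exposure of reporter cells at 37 °C. Each well was multiplexed: SteadyGlo luminescence measured ATXN2-luciferase expression after a fluorogenic Gly-Phe-AFC viability readout (25 uM final).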
# KB-3-1 tox: qHTS assay for MDR1-selective chemotherapeutics: Primary screen using the parental adenocarcinoma cell KB-3-1. KB-3-1 viability, CellTiter-Glo ATP luminescence, 72 h. Potency, µM (series often up to 46.1 µM), inactives show top-dose activity change, negative = cytotoxic, most hits filed as cytotoxic. actives 1.4% (n = 400,000); further: potency means the concentration at half of the fitted maximal effect; on the % scale 0 is the no-effect control and ±100 the full control effect; nearly all actives have a fitted effect of over 60% in size
#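 KB-3-1 parental drug-naive adenocarcinoma cells in DMEM/10% FBS, incubated 72 h at 37 C with pin-transferred compounds across a concentration series. Viability by CellTiter-Glo luminescence; concentration-response curves fitted after normalization.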
# * hit, by the source's call; i = inactive; ? = inconclusive; nt = no result given; & = joins results of further samples; [ ] = dose if it differs, or a comment. Unless noted, the call rests on the fitted dose curve; in most records, active means well fitted curve in the direction sought with a large enough effect; inconclusive means small, poorly fitted or top-dose-only effect, or another doubt; inactive means no such curve, though single readings can be large; an effect the other way counts as inactive or inconclusive. Compounds as they come; overall some 11% were active at least once.
SMILES,MCF10A rereplic,KB-V1 MDR tox,IL-1B inflam inh,SW480 rerep,HT1080NT lethal,S2 tox,HT1080 IDH1KD tx,ATXN2 expr inh,KB-3-1 tox
O=C1c2ccc(-c3ccc(F)cc3OCc3ccccc3)cc2S(=O)(=O)c2cccc(C(=O)N3CCCC3)c21,?,-6%,14,0%,-4%,i,-7%,-11%,?
COc1cccc(/C=N/NC(=O)CCn2cnc3ccccc32)c1,?,5%,6,3.7µM*,8%,i,2%,-13%,10%
COc1ccc(OC)c(NC(=O)CSc2nc(O)cc(=O)n2CC(C)C)c1,17%,0%,14,0%,-4%,?,-6%,14%,-22%
COC(=O)c1ccccc1NC(=O)CSc1ccccn1,-1%,1%,7,0%,-4%,i,-6%,6%,7%
CCOC(=O)c1c(C)sc2c1N(C(=O)CN(CC)CC)c1ccccc1S2,0%,-4%,-11,2%,-3%,?,-3%,-10%,16%
COc1ccc(-n2c(=O)c3ccccc3n(CC(=O)Nc3cccc(OC)c3)c2=O)cc1,6%,-19%,25,1%,-15%,nt,-21%,-17%,-5%
CC(=O)N1CCN(c2ccc(NC(=O)c3ccccc3Cl)cc2)CC1,3%,3%,12,7%,21%,i,11%,-8%,27%
CCc1ccc(CN2CCN(c3ncccn3)CC2)cc1,-5%,-18%,46,-7%,7%,nt,-1%,nt,-2%
O=C(NNS(=O)(=O)c1ccccc1F)c1cccc(S(=O)(=O)N2CCOCC2)c1,-5%,1%,-3,-1%,16%,i,13%,-3%,1%
Cc1ccccc1Cn1c2ccccc2c2cnn(CC(=O)N3CCN(c4ccccc4)CC3)c(=O)c21,0%,14%,-29,1%,1%,i,3%,1%,8%
COCCN(Cc1cc2ccc(C)cc2n2nnnc12)Cc1nnnn1C(C)(C)C,-6%,-5%,-18,2%,8%,i,5%,2%,-5%
COc1ccccc1N1CCN(C(=O)C(C)N(c2ccc(C)cc2)S(C)(=O)=O)CC1 (stereo unspecified),2%,-2%,23,0%,1%,i,-1%,-26%,3%
C=CCOc1ccc(Br)cc1/C=C1\NC(=S)N(C(C)=O)C1=O,?,-4%,18,10%,-28%,i,-21%,0%,-12%
COC(=O)c1ccc(CNC(=O)c2ccc(S(=O)(=O)N3CCCC(C)C3)cc2)cc1 (stereo unspecified),-1%,16µM*,8,-5%,-1%,?,8%,-17%,-2%
COC(=O)C1C2C=CC3(CN(C(C)C)C(=O)C13)O2 (stereo unspecified),-7%,-8%,21,-6%,10%,i,13%,8%,9%
Cc1noc(C)c1NC(=O)N(C)C[C@H]1Oc2ccc(NC(=O)Cc3ccccc3)cc2C(=O)N([C@H](C)CO)C[C@@H]1C,-2%,-1%,20,-7%,-16%,i,0%,-4%,1%
O=C(NCc1ccco1)C1CCN(C(=O)c2ccc(Cl)cc2Cl)CC1,-31%,-3%,0,-11%,5%,i,0%,0%,-8%
CC(C)(C)[C@H]1C=C(C(=O)NCc2ccccc2)O[C@@H](OCc2ccc(CO)cc2)C1,-23%,-22%,?,7%,-10%,i,-5%,-8%,0%
CCCC1S/C(=N/N=C/c2ccco2)NC1=O (stereo unspecified),5%,3%,3,-14%,17%,i,13%,4%,21%
O=C(O)Cc1ccc(NC(=O)c2cccc(NC(=O)c3ccco3)c2)cc1,-2%,13%,20,-5%,8%,i,9%,2%,-19%
Nc1ccc(S(=O)(=O)Nc2nccc(/C=C/c3ccc(Cl)cc3)n2)cc1,-4%,-3%,-16,-36%[inhibitor],-7%,i,-2%,6%,-2%
O=C(CCN1CCN(c2ccccc2)CC1)Nc1cccc(Br)c1,16%,-7%,-16,-2%,-11%,i,-12%,-9%,-30%
O=C(c1ccccc1F)N1CCN(C(=O)C2CC2)CC1,?,0%,-8,-4%,15%,i,23%,-1%,6%
O=C(Cc1ccccc1)N1CCCC(c2nc(-c3ccc(S(=O)(=O)N4CCCC4)cc3)no2)C1 (stereo unspecified),-6%,9.2µM*,-72*,-3%,-7%,?,6%,-19%,1%
CC1=C(C(=O)N(C(C)C)C(C)C)CC(CC(=O)NCc2cccc3ccccc23)C(=O)N1Cc1ccc(C(C)(C)C)cc1 (stereo unspecified),nt,?,?,nt,?,?,?,?,23µM*

# Next section; it opens with the 3 that closed the last part.
SMILES,MCF10A rereplic,KB-V1 MDR tox,IL-1B inflam inh,SW480 rerep,HT1080NT lethal,S2 tox,HT1080 IDH1KD tx,ATXN2 expr inh,KB-3-1 tox
O=C(c1ccccc1F)N1CCN(C(=O)C2CC2)CC1,?,0%,-8,-4%,15%,i,23%,-1%,6%
O=C(Cc1ccccc1)N1CCCC(c2nc(-c3ccc(S(=O)(=O)N4CCCC4)cc3)no2)C1 (stereo unspecified),-6%,9.2µM*,-72*,-3%,-7%,?,6%,-19%,1%
CC1=C(C(=O)N(C(C)C)C(C)C)CC(CC(=O)NCc2cccc3ccccc23)C(=O)N1Cc1ccc(C(C)(C)C)cc1 (stereo unspecified),nt,?,?,nt,?,?,?,?,23µM*
COc1ccc(C(=O)C[N+]2(C)CCOCC2)cc1,2%,-5%&7%,-12,?,0%,i,10%,1%,6%&10%
CCOC(=O)N1CCN(C(=O)c2ccccc2SCC(=O)NCC2CCCCC2)CC1,4%,-6%,-7,0%,-1%,i,4%,-4%,-3%
Cn1c(-c2cccc(Br)c2)n[nH]c1=O,0%,-18%,-3,2%,14%,nt,9%,-26%,-20%
O=C(NCC1CC1)NC(=O)c1c(F)cccc1Cl,10%,23%,10,0%,2%,i,6%,nt,0%
Cc1cc(C)c2c(ccc3ccccc32)n1,2%,?,1,-5%,9%,?,19%,-6%,1%
Cn1c(C(=O)NC2CCCCCC2)cc2c(=O)n(C)c3ccccc3c21,2%,-4%,-8,-10%,?,i,8%,2%,6%
COc1ccc(NC(=O)c2ccc(F)cc2)cc1S(=O)(=O)Nc1cc(C)ccc1Br,15µM*,4.6µM*,-26,?,?,?,?,?,?
Cc1ccc(NC(=O)CSc2nnc(CN3CCOCC3)n2C)cc1C,3%,0%,-3,-2%,8%,i,10%,7%,0%
O=c1c(O)c(-c2ccc(O)c(O)c2)oc2cc(O)ccc12,?,-9%,-83*,10%,-13%,nt,-2%,-12%&5%,-8%
COc1ccc(C(O)c2coc3ccc(O)c(CN(C)C)c23)cc1 (stereo unspecified),?,3%,-26,1%,-5%,i,-2%,-3%,7%
CN(C(=O)c1ccc(NC(=O)Cc2ccc(NC(=O)C3CCN(C(=O)CCc4ccccc4)CC3)cc2)cc1)C1CCCC1,2%,9%,19,5%,-1%,i,-5%,-4%,8%
COC(=O)CCN(Cc1cc(OC)ccc1OC)S(=O)(=O)c1ccccc1Br,-1%,-8%,0,-6%,18%,i,5%,5%,13%
CCOC(=O)CC[C@H](NC(=O)Cn1cnc2c(SC)nc(N)nc21)C(=O)OCC,-44%[inhibitor],-2%,34,-23%,-4%,i,1%,-3%,6%
CSCC(C)N1CCC(n2nccc2NC(=O)CCCc2ccccc2)CC1 (stereo unspecified),?,-12%,-28,2%,-4%,i,2%,-17%,-1%
Cc1ccc(NC(=O)COC(=O)CCc2ccc(S(=O)(=O)N3CCOCC3)cc2)c(C)c1,-1%,8%,0,?,0%,i,0%,nt,-23%
COc1ccc(/C=C2\NC(=S)N(CC3CCCO3)C2=O)c(OC)c1 (stereo unspecified),?,0%,?,-6%,?,i,4%[9.24 µM],49%[activator],-2%
O=C(CO)N/N=C/c1ccccc1F,1%,-2%,2,2%,1%,i,3%[9.24 µM],-5%,14%
CC1C(=O)CC(c2ccccc2)NC1c1ccccc1 (stereo unspecified),14%,-12%,6,1%,2%,i,0%,-2%,1%
CCOC(=O)N1CCN(C(=O)Cn2cc3c(n2)CCCC3)CC1,-11%,14%,15,-7%,-1%,i,-2%,-3%,14%
Cn1c(=O)oc2cc(S(=O)(=O)N3CCCC(C(=O)N4CCN(c5ccccc5F)CC4)C3)ccc21 (stereo unspecified),nt,-22%,nt,nt,nt,?,nt,4%,-2%
CC(NC(=O)c1cccc(S(=O)(=O)N2CCN(Cc3ccccc3)CC2)c1)c1ccc(Cl)cc1 (stereo unspecified),3%,-19%,-6,-81%[inhibitor],-11%,i,-16%,-7%,-19%
CCCC(=O)OCCNc1cc(SCc2ccco2)c2nonc2c1[N+](=O)[O-],?,-13%,?,?,?,i,23µM*,-35%,-10%
COc1ccc(NC(=O)c2sc3ncnc(N4CCN(c5ccccn5)CC4)c3c2C)cc1Cl,?,-28%,?,?,-10%,i,1%,?,?
CN(Cc1ccc(F)cc1)C(=O)CN1C(=O)c2ccccc2S1(=O)=O,-1%,-5%,8,-3%,7%,i,3%,20%,20%
CCCC1CCc2c(c3ccccc3[nH]c2=O)O1 (stereo unspecified),0%,-14%,3,0%,-6%,i,-21%,4%,-12%
COc1cccc(NC(=O)c2ccc3c(c2)C(=O)N(CC2CCCO2)C3=O)c1 (stereo unspecified),-2%,?,2,15%,-2%,i,1%,4%,14%
Cc1cc2oc(=O)cc(CN3CCOCC3)c2cc1C(C)C,7%,2%,54,-6%,-6%,i,-6%,4%,-18%
COCCNC(=O)C1CCCN(C(=O)c2ccc3sccc3c2)CC1 (stereo unspecified),nt,5%,0,nt,11%,i,24%,7%,0%

# Bioassay records: PubChem, National Center for Advancing Translational Sciences (NCATS)
